Assay outcomes: PubChem BioAssay, several laboratories
APP 5'UTR act = APP 5'UTR luciferase reporter activation. SH-SY5Y APP 5'UTR luciferase reporter, luminescence; zero percent = DMSO vehicle wells. activation, % at 2 µM. 190,000 tested, 1% active. AID 1276;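 active means activation above a set limit, based on mean plus 3 SD of controls, cut at about 140% in these data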; further: values of inactives mirror those of a sister screen read the other way
Hsp70 act = Hsp70 transcriptional activation, primary screen. HeLa Hsp70 promoter luciferase reporter, luminescence; scaled: vehicle 0, proteasome-inhibitor control 100%. activation, % at 10 µM. 200,000 tested, 0.04% active;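 active means activation above the mean across all tested compounds plus 3 SD, cutoff set per campaign, cut at about 5.5% in these data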;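 further: 100% = MG132 at 30 µM as the positive control and 0% = DMSO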
NF-kB neuron act = NF-kB expression increase, human neuronal cells; 190,000 tested, 1.6% active; fold change at 12.5 µM; NF-kB reporter expression; active compounds read high; in the data active means fold change above about 3.3
STAT3 blocker = inhibitors of IL-6 induced STAT3 signaling; U3A cells, IL-6 STAT3-luciferase reporter, luminescence; host cell line lacks STAT1; inhibition, % at 5.5 µM; 190,000 tested, 0.89% active; AID 862;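 active means inhibition above the mean inhibition across all screened compounds plus 3 SD, cut at about 44% in these data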;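 further: 0% = DMSO only wells and 100% = 100 µM nifuroxazide control wells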
STAT3 act = STAT3 signaling activation | U3A cells, IL-6 STAT3-luciferase reporter, luminescence; 100% = signal with IL-6 EC80 alone | activation (% of control), % at 5.6 µM | 190,000 tested, 0.91% active | AID 871;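 active means activation above the screen-wide mean of compound activation plus 3 SD, cut at about 130% in these data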;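 further: 0% = background luminescence of wells with medium and substrate only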
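Material: STAT1-lacking human U3A cells, STAT3 luciferase reporter | Benchmarks: IL-6-only wells as 100% reference | Probe or stimulus: IL-6 (33 ng/mL) | Timing: Compound 1 h, then IL-6 6 h at 37 °C | Detection: Luminescence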
FLuc inh counter = inhibits firefly luciferase, flagging false hits in luciferase inhibition screens. ATPLite firefly luciferase biochemical luminescence, 10 min. P08659. 200,000 tested, 1.5% active. inhibition, % at 10 µM;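 active means inhibition above about 50% when tested at 10 µM, limit read from the data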
Target sequence (P08659 whole entry, looked up): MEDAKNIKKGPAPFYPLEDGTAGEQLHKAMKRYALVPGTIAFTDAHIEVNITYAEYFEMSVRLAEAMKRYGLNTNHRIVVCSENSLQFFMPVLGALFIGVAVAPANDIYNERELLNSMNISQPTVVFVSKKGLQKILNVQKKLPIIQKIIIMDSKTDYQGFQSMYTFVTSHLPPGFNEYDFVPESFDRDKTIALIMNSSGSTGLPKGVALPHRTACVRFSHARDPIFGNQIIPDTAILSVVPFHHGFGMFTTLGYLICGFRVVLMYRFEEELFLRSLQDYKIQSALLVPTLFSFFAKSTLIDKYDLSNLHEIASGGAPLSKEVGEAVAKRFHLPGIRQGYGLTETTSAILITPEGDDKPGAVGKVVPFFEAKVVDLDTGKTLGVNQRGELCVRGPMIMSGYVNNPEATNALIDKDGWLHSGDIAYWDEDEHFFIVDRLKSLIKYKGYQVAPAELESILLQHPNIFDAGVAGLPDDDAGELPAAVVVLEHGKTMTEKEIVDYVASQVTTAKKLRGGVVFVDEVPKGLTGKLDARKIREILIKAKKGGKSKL
STAT1 act = activators of IFN-gamma induced STAT1 signaling | NIH 3T3 STAT1-luciferase reporter, luminescence; 100% = IFN-gamma alone, no compound | activation (% of control), % at 5.5 µM | 200,000 tested, 2.6% active;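 active means activation above the screen-wide mean activation plus 3 SD, cut at about 130% in these data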;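 further: raw ratio to IFN-gamma control signal so 100% means no change and 0% no light; values of inactives mirror those of a sister screen read the other way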
APP 5UTR inh = APP translation inhibition. SH-SY5Y APP 5'UTR-luciferase reporter, luminescence. inhibition, % at 2 µM. 190,000 tested, 0.82% active. AID 1285;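 active means inhibition above a set limit, derived from the sample mean plus 3 SD, cut at about 45% in these data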; further: values of inactives mirror those of a sister screen read the other way
RAM network inh = yeast RAM network inhibition | S. cerevisiae dse1pr::URA3 reporter, 5-FOA growth OD615, 2 d; analog-sensitive cbk1-as2 kinase mutant strain | 190,000 tested, 1.8% active | inhibition, % at 50 µM;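 active means inhibition above a set limit, 3 SD over mean compound inhibition, cut at about 8.4% in these data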;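 further: 0% = DMSO-only wells with no growth and 100% = 10 µM 1-NA-PP1 full growth; inhibition rescues growth on 5-FOA so higher OD means more RAM inhibition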
STAT1 blocker = STAT1 signaling inhibition | NIH 3T3 STAT1-luciferase reporter, IFN-gamma, luminescence | inhibition, % at 5.5 µM | 200,000 tested, 0.35% active | AID 920;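 active means inhibition above a set limit, the mean inhibition across all tested compounds plus 3 SD, cut at about 34% in these data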;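 further: 0% = IFN-gamma with DMSO and 100% = IFN-gamma with 300 µM nifuroxazide; values of inactives mirror those of a sister screen read the other way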
* = called active by the depositor; . = not tested or not shown. Outcome played no part in choosing rows; overall some 7.7% were active at least once.

Every second line gives: APP 5'UTR act	Hsp70 act	NF-kB neuron act	STAT3 blocker	STAT3 act	FLuc inh counter	STAT1 act	APP 5UTR inh	RAM network inh	STAT1 blocker
CCC(C)(C)n1nnnc1C(c1cccs1)N1CCN(Cc2ccccc2)CC1 (stereo unspecified)
 : -7.4	-0.3	1.05	6.7	100.5	-2.7	98.7	7.4	0.1	1.4
CCN(CC)S(=O)(=O)c1ccc2oc(C(=O)NC3CCCc4ccccc43)c(C)c2c1 (stereo unspecified)
 : -9.7	-0.1	0.94	9.7	92.0	-5.0	96.1	9.7	5.2	4.3
COC(=O)c1ccc(CNC(=O)CN(CCC(C)C)S(=O)(=O)c2ccc3c(c2)OCCO3)cc1
 : -0.3	-0.1	0.92	4.0	99.9	-2.3	102.0	0.3	6.5	-2.3
CCS(=O)(=O)n1nc(-c2ccc(Cl)cc2)nc1SCc1ccccc1
 : 28.0	0.6	3.19	-3.5	104.1	-4.3	118.5	-28.0	-1.6	-20.0
Cc1oc(C(=O)O)cc1COc1cccc2cccnc12
 : 2.6	-0.2	1.2	0.3	105.2	-4.6	100.9	-2.6	-0.3	-1.0
Cc1ccc(NC(=O)CSCC(=O)N2c3ccccc3CCc3ccccc32)cc1
 : -3.6	-0.5	1.04	2.9	103.8	-5.5	99.2	3.6	3.4	0.9
Cc1cccc(Nc2nnc(-c3ccc(C(=O)N4C[C@H]5C[C@H](C4)c4cccc(=O)n4C5)cc3)c3ccccc23)c1
 : -1.9	-0.3	0.8	3.9	100.0	-4.3	109.6	1.9	0.9	-10.5
Cc1cc(C)nc(SCCS(=O)(=O)Cc2ccc(Cl)cc2)n1
 : -9.0	-0.1	1.11	8.6	94.6	-0.6	99.0	9.0	2.2	-4.1
COc1cc(CNCC(O)c2ccccc2)ccc1OCc1ccc(Cl)nc1 (stereo unspecified)
 : -13.0	-0.1	0.56	2.6	102.9	-3.7	96.0	13.0	2.3	4.3
CCn1ncc(Br)c1C(=O)Nc1ccn(C23CC4CC(CC(C4)C2)C3)n1
 : 19.4	-0.3	0.89	9.4	94.4	-4.6	98.2	-19.4	1.4	2.1
CC(C)(C)[C@@H]1C=C(C(=O)NCc2ccccc2)O[C@H](OCc2ccc(CO)cc2)C1
 : 21.3	0.1	1.02	.	.	-5.7	96.0	-21.3	3.7	5.8
O=C(CCN1CCN(S(=O)(=O)c2ccc(Cl)cc2)CC1)Nc1ccccc1F
 : -4.5	-0.4	0.98	13.9	97.5	-11.5	95.8	4.5	3.2	3.6
COc1ccc(C)cc1S(=O)(=O)N1CCC(C(=O)NCCC2=CCCCC2)CC1
 : -8.7	-0.3	1.21	-8.8	104.7	-4.0	104.2	8.7	1.6	-4.6
COc1ccc(-c2cnnc(N/N=C/c3ccc(O)cc3)n2)cc1
 : 9.8	-0.1	1.45	15.8	88.2	73.0*	113.7	-9.8	1.3	-13.9
O=C(C1=NN[C@@H]2C(=O)N(c3ccccc3C(F)(F)F)C(=O)[C@H]12)C(c1ccccc1)c1ccccc1
 : 20.4	-0.4	1.03	-5.2	104.0	-0.8	96.3	-20.4	2.9	4.1
Cn1nc(CC(=O)NCCN2C(=O)CSC2=O)c2ccccc2c1=O
 : -6.7	-0.5	1.05	10.3	96.2	-0.6	97.1	6.7	-1.5	3.2
COc1ccccc1NC(=O)c1cc(C(=O)Nc2ccccc2OC)cc(N2C(=O)CCC2=O)c1
 : 3.3	-0.1	1.22	-1.6	99.2	-1.0	102.3	-3.3	3.4	-2.6
O=C(O)/C=C/c1ccc([N+](=O)[O-])o1
 : -18.0	-0.3	1.18	1.9	101.7	-5.3	95.0	18.0	-1.4	5.0
COc1ccc(C2(CNC(=O)c3ccc(C)cc3)CCOCC2)cc1
 : 1.1	-0.1	1.04	14.1	94.4	-4.3	95.8	-1.1	0.7	3.2
COc1ccc(C(=O)Nc2ccc(Cl)cc2C(=O)NCCO)cc1
 : -16.7	-0.4	2.7	12.6	90.4	-2.1	105.8	16.7	0.8	-6.3
O=C(NCc1ccco1)c1cnn2c(C(F)(F)F)cc(-c3cccs3)nc12
 : 2.3	-0.1	0.63	11.6	92.0	-3.1	101.8	-2.3	6.5	-1.9
CCNC(=S)NN=C1CCC(C(C)(C)C)CC1 (stereo unspecified)
 : -0.7	-0.3	1.16	0.2	100.0	-4.0	101.4	0.7	0.8	-1.5
O=c1cc(-c2ccccc2)nc2nc(CCc3ccccc3)[nH]n12
 : 1.5	-0.5	1.17	1.0	100.3	3.6	99.1	-1.5	4.2	-4.5
CCOc1ccc(NC(=O)C2CC(=O)N(C)C(=Nc3ccc4c(c3)OCO4)S2)cc1 (stereo unspecified)
 : -2.8	-0.1	1	11.2	97.9	-5.4	94.9	2.8	2.6	5.6
CCOC(=O)Cc1csc(NC(=O)CSc2nnc(-n3nc(C)cc3C)c3ccccc23)n1
 : 10.0	-0.2	1.21	4.0	101.2	-3.7	104.2	-10.0	0.5	-4.6
COC(=O)c1cc(Br)c(=O)n(-c2ccccc2F)c1
 : -7.7	-0.4	1.34	0.4	103.4	-6.1	99.6	7.7	3.0	0.4
c1ccc(-c2oc3ncnc(NCCCn4ccnc4)c3c2-c2ccccc2)cc1
 : -4.5	0.0	0.46	-11.0	110.0	-4.7	92.3	4.5	0.9	8.5
CCOC(=O)C1=C(N)Oc2cc(O)ccc2C1c1ccc([N+](=O)[O-])cc1 (stereo unspecified)
 : 14.4	-0.2	0.64	-6.9	106.1	1.4	103.1	-14.4	1.4	-2.6
Cc1ccc(C(N)=O)cc1S(=O)(=O)Nc1cccc(C)c1C
 : 7.7	-0.2	1.43	9.6	96.0	-4.9	98.5	-7.7	-0.4	1.6
O=C(COc1ccccc1)Nc1cccc2c1CCCC2
 : 4.7	-0.1	1.5	12.0	94.8	3.0	101.4	-4.7	3.1	-1.6
O=C(NC1CCCCC1)n1c(=O)oc2cc(S(=O)(=O)N3CCCCC3)ccc21
 : -8.2	-0.1	1.11	3.5	106.9	0.0	108.2	8.2	1.5	-9.1
C/C(=N\OC(=O)c1ccc(F)cc1)c1sc(-c2ccccc2)nc1C
 : 9.1	-0.2	1.68	-0.7	105.7	-3.6	103.6	-9.1	6.5	-3.9
O=C(N/N=C\c1cccc(Br)c1)c1ccccc1-n1cccc1
 : .	-0.2	1.41	-5.3	110.9	-5.0	98.4	.	0.0	1.8
COc1ccc(CC(=O)NC(C)(C)CC(C)=O)cc1OC
 : -2.9	0.0	1.07	2.7	101.7	0.1	105.7	2.9	0.1	-6.3
CC(C)[C@H](Nc1ccc(S(=O)(=O)N2CCOCC2)cc1[N+](=O)[O-])C(=O)OCC(=O)N(C(C)C)C(C)C
 : -12.6	-0.2	0.86	-4.2	101.6	-3.3	95.0	12.6	1.1	5.6
O=C(NNc1cccc(Cl)n1)c1ccc(Cl)nc1
 : 17.1	-0.1	1.14	11.8	90.3	-3.2	93.9	-17.1	0.3	6.9
CN(C)c1ccc(CNC2C3CC4CC(C3)CC2C4)cc1 (stereo unspecified)
 : 20.6	-0.5	1.06	9.4	95.3	-3.5	93.4	-20.6	1.6	7.3
O=C(CSc1nc2ccccc2o1)Nc1nc(-c2ccccc2)c(-c2ccccc2)s1
 : -2.5	-0.5	1.02	-2.3	100.7	-0.3	107.4	2.5	4.5	-8.1
CCCC(NS(=O)(=O)c1ccc(C)cc1)C(=O)O (stereo unspecified)
 : -5.3	0.2	1.1	2.2	95.7	-4.2	96.2	5.3	1.4	4.1
CCOC(=O)CNc1c(-c2ccccc2)nc2ccc(Cl)cn12
 : 20.3	-0.2	2.13	9.9	94.7	24.8	113.1	-20.3	0.9	-14.4
Cc1cc([N+](=O)[O-])nn1CC(=O)Nc1ccc(F)cc1
 : 5.0	0.0	1.25	18.4	88.4	-4.5	85.0	-4.9	2.8	13.4
COc1ccc(-n2nnnc2SCC(=O)N2CCN(C(=O)c3ccco3)CC2)cc1OC
 : -6.4	-0.2	0.95	9.0	97.6	0.4	101.0	6.4	-0.4	-3.2
NS(=O)(=O)c1cc(C2(O)NC(=O)c3ccccc32)ccc1Cl (stereo unspecified)
 : 21.8	-0.2	0.93	2.3	100.0	-3.6	108.8	-21.8	1.1	-9.7
COc1ccc(-n2nnnc2SCC(=O)Nc2ccccc2)cc1
 : 6.1	0.2	1.03	11.3	93.7	-8.0	99.3	-6.1	2.7	0.8
O=C(O)CCc1ccc(-c2ccccc2)n1NC(=O)c1cccs1
 : 8.5	-0.1	1.04	4.7	98.9	-3.6	97.2	-8.5	0.1	0.9
CCCN(CCC(=O)Nc1cc(OC)cc(OC)c1)CC1CC1
 : 14.0	-0.3	0.96	-1.9	104.3	1.1	95.7	-14.0	0.9	4.7
Cc1ccc(S(=O)(=O)CCc2nc3ccccc3[nH]2)cc1C
 : -2.4	-0.2	1.29	8.7	97.2	-3.7	100.2	2.4	2.2	-0.6
O=C(NCc1ccc2c(c1)OCO2)Oc1ccccc1
 : .	0.2	1.57	3.0	105.2	11.4	96.8	.	1.5	3.5
CN1CCN(c2ccc(NC(=O)c3cccs3)cc2)CC1
 : 132.0	0.2	1.99	-3.2	103.8	34.6	127.2	-132.0	2.8	-31.0
CN(C=C1C(=O)CC(C)(C)CC1=O)CCN1CCNCC1
 : 1.0	0.1	0.96	-1.8	102.5	-8.2	104.6	-1.0	1.1	-3.4
Cn1c(/C(C#N)=C2/CCCCCN2)nc2ccccc21
 : -2.5	-0.3	1.29	-9.3	111.6	-2.2	94.1	2.5	0.1	4.7
O=C(CCn1c(=O)oc2ccccc21)Nc1nccs1
 : 2.6	0.3	1.1	-0.7	101.2	14.0	112.0	-2.6	0.9	-13.2
COC(=O)c1sccc1NC(=S)Nc1cc(C)ccc1OC
 : 1.6	-0.2	1.1	12.3	96.0	-6.4	95.7	-1.6	3.0	3.4
Cc1ccc(NC(=S)NC(NC(=O)c2ccccc2)C(Cl)(Cl)Cl)c(C)c1 (stereo unspecified)
 : 5.2	7.0*	0.84	-6.0	102.8	-3.9	105.8	-5.2	4.8	-6.5
Cc1ccc(NC(=O)Cn2c(C)cc(C)c(C#N)c2=O)c(Cl)c1
 : 7.6	-0.3	1.13	-1.6	103.0	-6.6	111.9	-7.6	0.7	-13.0
Cc1cc(C)cc(N=c2c([N+](=O)[O-])nn(-c3ccc4c(c3)OCCO4)n2O)c1
 : -22.8	0.0	0.45	17.0	91.9	-6.9	102.1	22.8	4.8	-4.4
CCOc1cc(/C=N/O)ccc1OCc1ccccc1F
 : 16.0	-0.5	1.4	1.2	100.1	-6.0	103.6	-16.0	0.1	-4.4
COc1cc(C)c(CNc2ccc(OC)c(OC)c2)cc1C
 : -0.1	-0.6	0.43	14.4	94.1	-4.2	96.3	0.1	0.5	4.1
Cc1occc1C(=O)NCc1ccccc1
 : -0.6	0.0	1.1	-0.6	104.6	-0.4	103.7	0.6	2.1	-4.0
Cc1cccc(NC(=O)Cc2nnc(NC(=O)Nc3ccccc3F)s2)c1
 : -17.1	-0.3	1.09	-4.3	109.1	-5.6	93.7	17.1	4.4	6.3
